PI4K2A block = PI4K2A (human) kinase inhibition; Q9BTU6; purified PI4K2A, ADP-Glo luminescence, 1 h; hits give low values; activity change, negative = inhibition, % at 76.9 µM; 420,000 tested, 0.13% active; AID 1346378; in the data active = activity change below about -50%; inconclusive = mostly about -30% to -49%;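 note: -100% = wells without enzyme as full effect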
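In this quantitative HTS, ADP production by PI4K2A was quantified luminescently after 1 h at ambient temperature; 100 microM adenosine served as plate-quality control.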
RGS4 inhibitor = blocks human RGS4-accelerated GTP hydrolysis. P49798. Transcreener GDP fluorescence polarization, RGS4-accelerated GTP hydrolysis. Potency, µM (highest dose often 114 µM), without a hit: top-dose activity change, negative = inhibition, actives largely listed as inhibitors. 390,000 tested, 0.039% active. AID 504845; note: potency is the fitted concentration of half-maximal effect; % is set by controls: 0 for no effect and ±100 for the full control effect; nearly all actives have a fitted effect of over 75% in size; some results filed as inactive show a strong effect at the top dose
Target sequence (P49798 whole entry, looked up): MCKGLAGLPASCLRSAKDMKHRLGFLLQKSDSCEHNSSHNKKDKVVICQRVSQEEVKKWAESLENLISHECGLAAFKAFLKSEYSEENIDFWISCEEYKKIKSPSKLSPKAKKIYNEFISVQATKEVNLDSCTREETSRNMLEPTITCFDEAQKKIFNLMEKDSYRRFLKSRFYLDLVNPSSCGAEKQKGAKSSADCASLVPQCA
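MLSMR compounds (23 nl, pin-transferred) preincubated 10 min at room temperature with a 500nM (2x) first reagent, then RGS4 at 900nM (2x) plus Transcreener GDP mix added; fluorescence polarization (620/688 nm) read before and after 90 min at 30 °C.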
G9a block = G9a (human) methyltransferase inhibition; 350,000 tested, 8.8% active; Q96KQ7; G9a H3K9 monomethylation, AlphaScreen, 2 h; Potency, µM (titrated, usually from 102 µM), inactives show top-dose activity, negative = inhibition, actives largely listed as inhibitors; note: potency is the fitted concentration of half-maximal effect; % is set by controls: 0 for no effect and ±100 for the full control effect; nearly all actives have a fitted effect of over 75% in size
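Compounds were preincubated with 20 nM G9a for 15 min, after which biotinylated H3K9 peptide (500 nM) and SAM (20 uM) started a 2 h room-temperature reaction. Monomethylated product was quantified by antibody-based AlphaScreen chemiluminescence.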
ERG Ets-DNA blk = inhibitors of human ERG Ets domain-DNA interaction; P11308; fluorescence polarization, His-ERG Ets domain / labelled DNA; Potency, µM (top dose mostly 76.9 µM), inactives show at the highest dose FP activity, negative = inhibition, hits mostly inhibitors; 370,000 tested, 0.028% active; AID 624246; active = well fitted inhibition curve with a large enough effect in the polarisation, with a control signal flat; inconclusive = small, poorly fitted or top-dose-only effect, or effect the other way, or a change in a side signal; inactive = no such curve, though single readings can be large or run the other way; the % refers to the polarisation;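 note: polarization taken with two DNA probes labelled with fluorescein and Texas red; potency is the fitted concentration of half-maximal effect; % of control where 0% means no effect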
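His-tagged ERG Ets domain (1 uM in the protein solution; 300mM KCl, 50mM Tris-HCl, 1mM EDTA, 1mM DTT, pH 7.5) received compound, then a probe mix of 5 nM fluorescein-DNA and 100nM Texas-615-DNA. Fluorescence polarization was read for both dyes.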
12-LOX inh = blocks human arachidonate 12S-lipoxygenase. P18054. purified 12hLO, xylenol orange hydroperoxide absorbance. Potency, µM (highest dose often 108 µM), inactives show at the highest dose activity change, negative = inhibition, most hits filed as inhibitors. 580,000 tested, 1.1% active. AID 1671190; note: potency is the fitted concentration of half-maximal effect; % is set by controls: 0 for no effect and ±100 for the full control effect
Target sequence (P18054 whole entry, looked up): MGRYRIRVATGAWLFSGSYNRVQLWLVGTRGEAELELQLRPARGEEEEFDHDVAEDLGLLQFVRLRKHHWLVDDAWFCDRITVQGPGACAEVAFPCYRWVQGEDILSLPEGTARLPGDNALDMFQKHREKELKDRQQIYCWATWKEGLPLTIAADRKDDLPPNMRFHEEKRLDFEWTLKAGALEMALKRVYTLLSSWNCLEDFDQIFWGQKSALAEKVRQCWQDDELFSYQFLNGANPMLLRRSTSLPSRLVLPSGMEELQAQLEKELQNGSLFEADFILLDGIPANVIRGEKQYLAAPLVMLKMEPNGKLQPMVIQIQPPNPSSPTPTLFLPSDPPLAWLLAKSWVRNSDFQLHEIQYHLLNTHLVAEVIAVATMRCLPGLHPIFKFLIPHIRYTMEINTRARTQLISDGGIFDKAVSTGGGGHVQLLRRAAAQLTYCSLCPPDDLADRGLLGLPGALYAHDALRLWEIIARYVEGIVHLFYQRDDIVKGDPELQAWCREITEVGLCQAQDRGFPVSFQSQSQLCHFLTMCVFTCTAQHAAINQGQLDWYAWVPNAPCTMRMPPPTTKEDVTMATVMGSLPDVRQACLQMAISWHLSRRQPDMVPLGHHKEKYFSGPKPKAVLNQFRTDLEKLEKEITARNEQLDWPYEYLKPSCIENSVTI
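Hydroperoxide product was detected by ferrous iron/xylenol orange as the 573 to 405 nm absorbance ratio. Arachidonic acid at 40 uM (final) was turned over for 30 min at room temperature by 150 nM human 12hLO, pH 7.0 Hepes buffer, after 15 min compound preincubation.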
HP1b chromo inh = blocks HP1-beta chromodomain binding to methylated histone tails; P83916; AlphaScreen HP1-beta / biotin-H3K9me3 peptide binding; Potency, µM (doses to about 114 µM), inactives show at the highest dose activity change, negative = inhibition, most hits filed as inhibitors; 390,000 tested, 0.56% active; note: potency is the fitted concentration of half-maximal effect; nearly all actives have a fitted effect of over 70% in size; inactives centre near 23
Target sequence (P83916 whole entry, looked up): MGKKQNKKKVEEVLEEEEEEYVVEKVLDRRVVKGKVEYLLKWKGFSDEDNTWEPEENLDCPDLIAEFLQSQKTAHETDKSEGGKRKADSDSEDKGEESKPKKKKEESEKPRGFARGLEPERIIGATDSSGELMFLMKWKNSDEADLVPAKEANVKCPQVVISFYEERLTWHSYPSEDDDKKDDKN
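AlphaScreen: HP1-beta (50 nM) preformed 30 min with biotin-H3(1-18)K9me3 peptide (50 nM) in PBS pH 7.4, 0.01% Tween-20. Compound added for 30 min at RT, then streptavidin donor/nickel chelate acceptor beads (10 ug/mL) for 30 min.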
BAZ2B inh = inhibitors of human BAZ2B bromodomain | AlphaScreen BAZ2B-H3K14Ac peptide displacement | Potency, µM (highest dose often 114 µM), inactives show at the highest dose activity change, negative = inhibition, most hits filed as inhibitors | 360,000 tested, 4.4% active | AID 504333; note: potency is the fitted concentration of half-maximal effect; % is set by controls: 0 for no effect and ±100 for the full control effect; nearly all actives have a fitted effect of over 60% in size
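Complex of BAZ2B and biotin-H3K14Ac (50 nM apiece) forms over 30 min at RT, then faces library compounds up to 110 uM for another 30 min; AlphaScreen beads added, 20 min dark incubation, luminescence read.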
JMJD2A Tudor = JMJD2A Tudor domain (human) inhibition; O75164; AlphaScreen JMJD2A-Tudor / H3K4me3 peptide binding; Potency, µM (titrated, usually from 114 µM), without a hit: top-dose activity change, negative = inhibition, most hits filed as inhibitors; 390,000 tested, 4.4% active; note: potency is the fitted concentration of half-maximal effect; % is set by controls: 0 for no effect and ±100 for the full control effect; nearly all actives have a fitted effect of over 50% in size
GLS inh = blocks human kidney-isoform glutaminase activity; Potency, µM (doses to about 45.5 µM), for inactives: at the top dose activity change, negative = inhibition, most hits filed as inhibitors; GLS enzymatic activity, qHTS titration; O94925; 410,000 tested, 0.21% active; note: potency is the fitted concentration of half-maximal effect; % is set by controls: 0 for no effect and ±100 for the full control effect
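hKGA in 45 mM KH2PO4 (pH 8.2), 0.02% Tween-20 with compound, then 1mM L-Glutamine (stock as added) plus glutamate oxidase/HRP/Amplex red coupling mix. Fluorescence read initially and after 30 min at RT; signal change reflects glutamate formation.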
An asterisk follows results filed as active; ? = inconclusive; . = no result given; & = joins results of further samples; [ ] = another dose, or the depositor's remark. Unless noted, calls come from the whole dose curve; as a rule, active = well fitted curve in the direction sought with a large enough effect; inconclusive = small, poorly fitted or top-dose-only effect, or another doubt; inactive = no such curve, though single readings can be large; an effect the other way counts as inactive or inconclusive. These rows are one share of the data. The share of hits here may be higher or lower than overall.

Values in the order: RGS4 inhibitor | GLS inh | PI4K2A block | HP1b chromo inh | BAZ2B inh | JMJD2A Tudor | 12-LOX inh | G9a block | ERG Ets-DNA blk
COc1cc(NC(=O)c2cccs2)c(C(=O)OCC(=O)NC(C)c2ccccc2)cc1OC (stereo unspecified)
 : -12% | -12% | 5 | 38%[activator] | 8% | 7% | 0% | ? | 4%
O=C1c2ccccc2C(=O)N1CC#CCN1CCN(C2CCCCC2)CC1
 : 5% | 9% | -4 | 15% | ? | ? | ? | 20µM* | -1%
O=c1c(Cc2ccc(F)cc2)c(O)ccn1CCCn1ccnc1
 : -13%[56.9 µM] | 2% | 0 | 25% | -19% | -20% | -3% | -16% | 7%
Cc1c(Cl)cccc1N1CC(c2nc3ccccc3n2Cc2ccccc2F)CC1=O (stereo unspecified)
 : -14% | -6% | 2 | 21% | -29% | -22% | -13% | -4%[59 µM] | 0%
Cc1nc2ccc(NC(=O)c3cnc(Cl)c(Cl)c3)cc2s1
 : -13% | -20% | -2 | 30% | 0% | 0% | -19% | 14% | 3%
O=C(c1c(Cl)nc2sccn12)N1CCCc2ccccc21
 : -10% | 0% | 1 | 29% | -7% | -11% | 1% | -51% | .
O=C(Nc1nc2ccc3ccccc3c2s1)c1ccc(N2CCCCC2)c([N+](=O)[O-])c1
 : -13% | 4% | -4 | 0% | -38% | -20% | -16% | -9% | 3%
COc1ccccc1NC(=O)C(C)OC(=O)CCNS(=O)(=O)c1cccc(C(F)(F)F)c1 (stereo unspecified)
 : 1% | 0% | 3 | 37%[activator] | -5% | 6% | -7% | -3%[2.33 µM] | -4%
C=C(C)C(=O)Oc1ccc(N2C(=O)[C@@H]3C4C=CC(C4)[C@@H]3C2=O)cc1
 : 16% | 0% | 5 | -13% | -14% | -3% | 0% | -4%[2.33 µM] | 1%
Cc1ccc(-c2csc(NC(=O)C[n+]3cc(-c4ccc(C)cc4)n4c3CCC4)n2)cc1
 : -12% | -6% | 1 | -15% | -35% | ? | 0% | -5%[12.7 µM] | 11%
O=C(COC(=O)Cc1cccc(C(F)(F)F)c1)Nc1cccc2ccccc12
 : -2% | -4% | -5 | 43%[activator] | -1% | -6% | -6% | 7%[59 µM] | -1%
O=C(COc1ccccc1)Nc1cc(Cl)ccc1Cl
 : 12% | 6% | 2 | 26% | 20% | 1% | 13% | . | 11%
Cc1ccc(NC(=O)CN(C)C(=O)c2cccc(S(=O)(=O)N3CCc4ccccc43)c2)cc1
 : 6% | -3% | 1 | 39%[activator] | 1% | -23% | -21% | ? | 14%
CCOc1cc(C=O)ccc1OCc1cc(=O)n2cc(C)ccc2n1
 : 25% | -4% | 4 | 4% | 6% | -19% | -5% | -4% | -1%
CCCCNc1ccc(C(CC(N)=O)NC(=O)c2cc(C)cc(C)c2)cc1[N+](=O)[O-] (stereo unspecified)
 : -16% | -10% | 5 | 40%[activator] | -8% | -23% | 11% | . | -6%
O=C(NN=C1CCCCCC1)c1cc(-c2ccccc2)nc2ccccc12
 : -75%[11.4 µM] | ? | -23 | -15% | -4%[57.1 µM] | ? | 26% | 10% | -13%
Cc1cc(C)cc(NC(=S)N2CCC(NC(=O)c3ccc(F)cc3)CC2)c1
 : 6% | -1% | -7 | 8% | -9% | -13% | 9% | 16% | 3%
CCOC(=O)c1ccccc1NC(=O)NC(C)c1c(-n2cccc2)sc(C)c1C (stereo unspecified)
 : 42% | -8% | 2 | 21% | -2% | -8% | -21% | -33%[59 µM] | 0%
CCCC1CCc2c(sc(N)c2C(N)=O)C1 (stereo unspecified)
 : -53% | -12% | 4 | ? | ? | ? | ? | 32µM* | 3%
CCCC(=O)Nc1cc(-c2nn(C)c(=O)c3ccccc23)ccc1OC
 : 30% | 2% | 0 | 9% | 9% | -12% | 0% | -1% | 5%
Cn1cc(CN2CCCC(C(=O)Nc3ccc(-c4cccc(F)c4)cc3)C2)cn1 (stereo unspecified)
 : -3% | -3% | -7 | -8%[57 µM] | -11% | -26% | -11% | -5%[0.0925 µM] | 1%
O=C(CCS(=O)(=O)c1ccc(F)cc1)Nc1nnc(-c2ccc(F)cc2)o1
 : -24% | 0% | 2 | 52%[activator] | 0% | -9% | 5% | 3% | 2%
O=C(CCl)N(c1ccccc1)C1CCCCC1
 : 12% | 3% | 7 | 39% | -25% | -10% | ? | ? | -4%
COc1cc2nc(CN3CCC(C(O)(c4ccccc4)c4ccccc4)CC3)[nH]c(=O)c2cc1OC
 : -9% | -12% | 0 | 33% | -12% | -1% | 3% | 14% | 6%
CCn1c(=O)cc(OCC(=O)NCc2ccc(F)cc2Cl)c2ccccc21
 : ? | 2% | -1 | 36% | -18% | -2% | -13% | -5%[59 µM] | 4%
COc1cc(C2C(C(=O)OCC(C)C)=C(C)N=C3SCCC(=O)N32)ccc1OCc1ccccc1 (stereo unspecified)
 : -16% | -6% | 1 | 6% | -5% | -20% | 1% | -27%[59 µM] | 0%
COc1ccc(-c2cc3ccc(OCC(N)=O)cc3oc2=O)cc1OC
 : -1% | 13% | -6 | 33% | -5% | -4% | -5% | 34% | 5%
COc1ccc(NC(=O)C2=C(C)Nc3ncnn3C2c2ccc(O)cc2)cc1 (stereo unspecified)
 : -1% | 8% | -9 | 20%[57 µM] | -12% | -4% | -3% | 10%[59 µM] | -2%
COc1ccc(C2CC(c3ccc(OC)cc3)n3nc(NS(C)(=O)=O)nc3N2)cc1 (stereo unspecified)
 : 4%[56.9 µM] | 12% | -6 | 86%[activator] | -1% | -18% | 0% | . | 11%
CCCCCn1c(=O)[nH]c2cc(C(=O)Nc3ccc(OC)c(OC)c3)ccc2c1=O
 : 16% | -3% | 2 | 10% | 4% | -13% | -28% | 2%[59 µM] | 15%
Cc1cc(C)nc(SCNC(=O)c2ccc(F)cc2)n1
 : -16% | 1% | -2 | 48%[activator] | -1% | -35% | -2% | ? | 1%
CCn1ccc2cc(S(=O)(=O)N3CCCN(C(=O)NCCOC)CC3)ccc21
 : -2% | 2% | -1 | 26%[57 µM] | 5% | 5% | 0% | -4%[59 µM] | -3%
CCCCn1c(=O)n(CC(=O)Nc2ccc(C)c(Cl)c2)c(=O)c2c1ncn2Cc1ccco1
 : -29% | 0% | -1 | 22% | 4% | -4% | -3% | 25µM* | 18%
Cc1ccccc1OCCCCCn1ccnc1
 : 24% | -11% | 3 | -1% | -31% | ? | -15% | -17% | 3%
CN(C)/C=C(\C#N)C(=O)c1cccc(Oc2ccc(Br)cc2)c1
 : -22% | 9% | 1 | 49%[activator] | ? | -14% | ? | -10%[59 µM] | -8%
CCSc1nnc(NC(=O)CCC2CCCCC2)s1
 : 29% | 5% | -3 | 39% | . | -13% | 85%[activator] | . | 1%
Cc1ccc(S(=O)(=O)NCCNC(=O)CN2CCCC2)cc1
 : -19% | 4% | 7 | 14% | -15% | -20% | -23% | -24%[2.33 µM] | -6%
CC1(C2CC(C(F)(F)F)n3nc(C(=O)O)cc3N2)CC1 (stereo unspecified)
 : -13% | -6% | 4 | 20% | -28% | -19% | ? | -34% | 10%
Cc1ccc2c(O)c(Cc3ccccc3)c(=O)[nH]c2n1
 : -7% | -3% | 2 | 56%[activator] | . | -8% | 0% | . | -8%
O=[N+]([O-])c1ccc(-c2nc(Nc3cccc(O)c3)c3ccccc3n2)cc1
 : -12% | 3% | -2 | 29% | -18% | -26% | ? | -5% | -4%
Cc1cc(C)n(CC(=O)c2cccc([N+](=O)[O-])c2)n1
 : -21% | 0% | -11 | 39% | -18% | -8% | 12% | 11% | 21%
C/C(=N/NC(=O)NC12CC3CC(CC(C3)C1)C2)c1ccccc1
 : 12% | -20% | 5 | 23% | -3% | -25% | 0% | 11%[2.33 µM] | -6%
CCCn1c(SCC(=O)c2cc(OC)ccc2OC)nc2c1c(=O)n(C)c(=O)n2C
 : 4% | 1% | 3 | 23% | 8% | -10% | -11% | 15%[59 µM] | -10%
COc1ccc(/C=N/NC(=O)c2ccccc2)cc1CN1CCN(c2ccc(F)cc2)CC1
 : 10% | 23% | 0 | 1% | -5% | -16% | 0% | 26%[12.7 µM] | 2%
CC(=O)Nc1ccc(NC(=O)CSc2cn(CC(=O)N3CCOCC3)c3ccccc23)cc1
 : 5% | -4% | -3 | 25% | -34% | -23% | 0%&-6% | 11%[59 µM] | -8%
CC1CCCN(S(=O)(=O)c2ccc(C(=O)Nc3sc4c(c3C(N)=O)CCN(C)C4)cc2)C1 (stereo unspecified)
 : ? | ? | -6 | 8% | -19% | -16% | 2% | -6% | 19%
CCc1nnc2c3ccccc3nc(Nc3ccccc3OC)n12
 : 11% | -3% | -10 | 10% | -2% | -6% | -20% | -36%[59 µM] | 5%

Exported as tab-separated lines: entries from further up
SMILES	RGS4 inhibitor	GLS inh	PI4K2A block	HP1b chromo inh	BAZ2B inh	JMJD2A Tudor	12-LOX inh	G9a block	ERG Ets-DNA blk
CCCn1c(SCC(=O)c2cc(OC)ccc2OC)nc2c1c(=O)n(C)c(=O)n2C	4%	1%	3	23%	8%	-10%	-11%	15%[59 µM]	-10%
COc1ccc(/C=N/NC(=O)c2ccccc2)cc1CN1CCN(c2ccc(F)cc2)CC1	10%	23%	0	1%	-5%	-16%	0%	26%[12.7 µM]	2%

Source: PubChem
